# MBNL1-CUG inh = inhibitors of human MBNL1 binding to CUG repeat RNA; TR-FRET MBNL1-His/biotin-(CUG)12 binding, 665/545 ratio; actives 0.036% (n = 280,000); Potency, µM (titrated, usually from 57.5 µM), without a hit: at the highest dose activity change, negative = inhibition, actives largely listed as inhibitors; active = well fitted inhibition curve with a large enough effect in the signal ratio, with a control signal flat, not every such curve was filed as active; inconclusive = small, poorly fitted or top-dose-only effect, or effect the other way, or a change in a side signal; inactive = no such curve, though single readings can be large or run the other way; the % refers to the signal ratio; also: potency is read from the fitted curve at half-maximal effect; % is scaled to controls: 0 for no effect and ±100 for the full control effect
#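 Inhibition of protein-RNA binding appears as loss of TR-FRET between terbium anti-His antibody on MBNL1-His and streptavidin-XL665 on biotin-(CUG)12. Activity is normalized to buffer-only and uninhibited-complex controls.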
# Menin-MLL TR inh = inhibitors of human menin-MLL interaction, mutant MLL peptide; O00255; Menin + Texas Red MLL mutant peptide, fluorescence polarization; Potency, µM (doses to about 61.6 µM), for inactives: at the highest dose FP activity change, negative = inhibition, hits mostly inhibitors; actives 0.23% (n = 270,000); AID 1768; active = well fitted inhibition curve with a large enough effect in the polarisation, with a control signal flat, not every such curve was filed as active; inconclusive = small, poorly fitted or top-dose-only effect, or effect the other way, or a change in a side signal; inactive = no such curve, though single readings can be large or run the other way; the % refers to the polarisation; also: potency is read from the fitted curve at half-maximal effect; % of control where 0% means no effect; many of its hits are not listed in these tables
# NPC1 promoter act = activators of NPC1 promoter; Huh7 NPC1 promoter luciferase reporter, 24 h; Potency, µM (highest dose often 9.22 µM), without a hit: at the top dose activation, hits mostly activators; actives 2.4% (n = 320,000);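 also: potency is read from the fitted curve at half-maximal effect; % of control where 0% means no effect; nearly all actives have a fitted effect of over 60% in size; reporter is driven by a mutant NPC1 promoter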
#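 In 1536-well qHTS, Huh7 cells harboring an NPC1 promoter–luciferase construct received compound for 24 h; activation was quantified by luminescence following luciferase reagent addition.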
# KCNH2 3.1 inh = blocks the human KCNH2 3.1 channel isoform; U2OS KCNH2 3.1, thallium flux FluxOr; hits give low values; activity change, % (tested at about 1.8 µM); actives 0.95% (n = 340,000);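 active = maximum activity change below -70%; inconclusive = maximum activity change from -70% to -50%; inactive = maximum activity change above -50%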;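 also: thallium influx rate constant from kinetic fluorescence after stimulation buffer; % is scaled to controls: 0 for no effect and ±100 for the full control effect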
#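 Thallium flux read-out: FluxOr dye with Red40 quencher in HBSS/HEPES, 45 min at RT. Rate constants from kinetic reads were normalized to positive and negative DMSO controls. Cells: U2OS virally expressing the 3.1 isoform.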
# Mito fusion yeast = mitochondrial division inhibition or fusion activation; actives 0.23% (n = 320,000); Potency, µM (series often up to 46.1 µM), inactives show at the top dose growth rescue (activation), hits mostly activators; S. cerevisiae fusion-defective mutant growth rescue, CellTiterGlo 48 h;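 also: potency is read from the fitted curve at half-maximal effect; % of control where 0% means no effect; nearly all actives have a fitted effect of over 45% in size; temperature-sensitive fusion mutants such as fzo1-1 at 37 °C on non-fermentable ethanol glycerol medium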
#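 Temperature-sensitive fusion-defective S. cerevisiae (e.g. fzo1-1, mgm1-5) were grown with compound in YPEG medium (3% ethanol, 3% glycerol) for 48 hours at 37C. Growth rescue was measured as viability by CellTiterGlo luminescence after 10 minutes at ambient.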
# Gal4-VP16 FLuc = counter-screen for ROR gamma inhibitors: Gal4-VP16 reporter; Drosophila S2 Gal4-VP16 UAS-luciferase, luminescence, 20 h; Potency, µM (titrated, usually from 53.6 µM), without a hit: at the highest dose activity, negative = inhibition, actives largely listed as inhibitors; actives 3.5% (n = 310,000);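 also: Gal4-VP16 expression switched on by copper sulfate through the metallothionein promoter; potency is read from the fitted curve at half-maximal effect; % is scaled to controls: 0 for no effect and ±100 for the full control effect; nearly all actives have a fitted effect of over 50% in size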
# RORgamma inh = blocks mouse ROR gamma transcriptional activity; P51450; Drosophila S2 Gal4-RORgamma UAS-luciferase reporter, 20 h; Potency, µM (series often up to 53.6 µM), inactives show at the highest dose activity change, negative = inhibition, usual class: inhibitors; actives 5.4% (n = 310,000); AID 2551; also: potency is read from the fitted curve at half-maximal effect; % is scaled to controls: 0 for no effect and ±100 for the full control effect; nearly all actives have a fitted effect of over 60% in size
# Target sequence (P51450 whole entry, looked up, the tested form may be a part): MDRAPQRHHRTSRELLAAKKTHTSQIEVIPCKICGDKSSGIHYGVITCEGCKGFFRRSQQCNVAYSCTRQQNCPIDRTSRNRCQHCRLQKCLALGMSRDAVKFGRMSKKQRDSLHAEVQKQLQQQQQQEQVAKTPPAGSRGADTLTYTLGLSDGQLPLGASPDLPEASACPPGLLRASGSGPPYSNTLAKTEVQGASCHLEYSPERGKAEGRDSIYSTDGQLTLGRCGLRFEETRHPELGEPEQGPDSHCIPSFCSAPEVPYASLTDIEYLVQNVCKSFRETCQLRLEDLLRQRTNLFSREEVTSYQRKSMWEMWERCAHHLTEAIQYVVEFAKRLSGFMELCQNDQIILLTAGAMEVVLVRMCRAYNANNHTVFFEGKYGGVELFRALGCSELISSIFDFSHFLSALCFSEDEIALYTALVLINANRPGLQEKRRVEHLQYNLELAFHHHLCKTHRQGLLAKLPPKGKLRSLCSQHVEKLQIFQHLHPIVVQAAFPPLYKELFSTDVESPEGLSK
#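 Compounds are pin-transferred onto Drosophila Schneider cells expressing a copper-inducible Gal4–ROR gamma transactivation domain fusion. After 1 hr, copper sulfate is added to 700 uM final; luciferase is read 20 hr later.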
# Rab9 prom act = Rab9 promoter activation; Huh7 Rab9 promoter-luciferase reporter, luminescence, 24 h; Potency, µM (top dose mostly 9.22 µM), for inactives: at the highest dose activation, negative = inhibition, hits mostly activators; actives 2.8% (n = 320,000); also: potency is read from the fitted curve at half-maximal effect; % of control where 0% means no effect; nearly all actives have a fitted effect of over 60% in size
#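 Quantitative HTS format; Huh7 Rab9-luciferase reporter cells (1500/well) receive compound 2 h post-plating, incubate 24 h at 37 °C, then get luciferase reagent for 10 min before luminescence reading.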
# FLuc counter = counter-screen for miR-21 project: firefly luciferase inhibitors or activators; Potency, µM (titrated, usually from 57.5 µM), for inactives: top-dose activity change, negative = inhibition, most hits filed as inhibitors; purified FLuc, Km substrates, luminescence inhibition; P08659; actives 6.9% (n = 360,000);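 also: potency is read from the fitted curve at half-maximal effect; plate controls were vehicle for no effect and reference inhibitor for full effect; nearly all actives have a fitted effect of over 55% in size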
#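 Purified P. pyralis luciferase, 10 nM final, with Km-level 10 uM D-luciferin and 10 uM ATP in 50 mM Tris acetate pH 7.5, 10 mM Mg acetate, 0.01% Tween-20, 0.05% BSA; 6-point qHTS titration about 60 µM downward; luminescence read.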
# PKM2 activator = activators of human pyruvate kinase M2 | purified PKM2, Kinase-Glo ATP luminescence, activation; response scale: 0% is enzyme alone, no compound | AID 1631 | Potency, µM (series often up to 57.5 µM), for inactives: at the top dose activation, most hits filed as activators | P14618 | actives 0.34% (n = 260,000); also: potency is read from the fitted curve at half-maximal effect; % is scaled to controls: 0 for no effect and ±100 for the full control effect; nearly all actives have a fitted effect of over 55% in size
# Target sequence (P14618 whole entry, looked up): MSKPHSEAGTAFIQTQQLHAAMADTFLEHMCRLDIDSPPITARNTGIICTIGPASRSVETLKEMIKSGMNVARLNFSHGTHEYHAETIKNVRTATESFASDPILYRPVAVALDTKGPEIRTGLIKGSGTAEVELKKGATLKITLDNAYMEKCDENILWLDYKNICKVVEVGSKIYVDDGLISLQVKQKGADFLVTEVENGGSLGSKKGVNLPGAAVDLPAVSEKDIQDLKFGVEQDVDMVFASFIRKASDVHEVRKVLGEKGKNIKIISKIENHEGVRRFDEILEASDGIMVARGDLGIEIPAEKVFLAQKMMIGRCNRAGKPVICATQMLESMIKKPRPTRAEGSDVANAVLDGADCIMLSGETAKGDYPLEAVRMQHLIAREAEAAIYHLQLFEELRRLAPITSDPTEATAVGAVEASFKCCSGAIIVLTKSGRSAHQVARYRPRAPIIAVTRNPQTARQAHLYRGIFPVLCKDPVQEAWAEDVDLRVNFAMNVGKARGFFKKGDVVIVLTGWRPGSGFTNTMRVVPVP
#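 ATP formation by purified human PK-M2, quantified via coupled luciferase luminescence after 1 h at room temperature with 0.1 mM ADP and 0.5 mM PEP final.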
# ELG1 DNA repair = blocks ELG1-dependent DNA repair in HEK293T cells; HEK293T ELG1-luciferase reporter, luminescence, 16 h; DNA damage induced by 5-fluorouridine; Potency, µM (doses to about 46.1 µM), without a hit: at the top dose activity change, negative = inhibition, actives largely listed as inhibitors; actives 2.3% (n = 330,000); also: potency is read from the fitted curve at half-maximal effect; % is scaled to controls: 0 for no effect and ±100 for the full control effect; nearly all actives have a fitted effect of over 55% in size
#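 Step one: seed 2,000 cells per well. Step two: pin-transfer compound or DMSO alongside 5-fluorouridine. Step three: incubate 16 hr, 37 °C, 5% CO2. Step four: add ONE-Glo, wait 30 min, read luminescence.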
# * hit, by the source's call; ? = inconclusive; . = not tested or not shown; & = joins results of further samples; [ ] = dose if it differs, or a comment. Unless noted, calls follow the shape of the dose curve; as a rule, active = well fitted curve in the direction sought with a large enough effect; inconclusive = small, poorly fitted or top-dose-only effect, or another doubt; inactive = no such curve, though single readings can be large; an effect the other way counts as inactive or inconclusive. Only part of the results is shown; count on the stated rates, not on these rows.
SMILES,MBNL1-CUG inh,Menin-MLL TR inh,NPC1 promoter act,KCNH2 3.1 inh,Mito fusion yeast,Gal4-VP16 FLuc,RORgamma inh,Rab9 prom act,FLuc counter,PKM2 activator,ELG1 DNA repair
CCOC(=O)c1cnc2c(C)c(Cl)ccc2c1N1CCOCC1,-9%,3%[11.7 µM],0%,4,0%,9%,-12%,-10%,2%,-32%,?
COc1cccc(C(C2=C(O)CC(C)(C)CC2=O)C2C(=O)CC(C)(C)CC2=O)c1 (centres undefined),-5%,-18%,0%,2,-3%,-23%,?,-7%,-1%,4%,?
Cc1nc2ccccc2c(=O)n1NC(=O)c1ccccc1F,10%,17%,0%,-6,0%,6%,6%,6%[1.84 µM],8%,.,-8%
Cc1cc(S(=O)(=O)NCCCN2CCOCC2)ccc1F,-1%,-2%,-3%,2,0%,-3%,-11%,4%,0%,0%,13%
Cc1nc2ccccn2c1C(=O)NN,-6%,5%,2%,-7,0%,7%,-14%,-11%,1%,-8%,18%
CC1CCN(Cc2c(C(=O)N/N=C/c3cc(Br)ccc3O)nnn2-c2nonc2N)CC1,2%,78%[activator],-12%,-6,7%,7.1µM*,3.5µM*,-32%[inhibitor],2%,-1%,2.6µM*
COc1ccc(C2=NOC(C(=O)NCC(C)C)C2)cc1 (centres undefined),-5%,-1%,?,-2,0%,7%,-11%,?,?,-6%,?
CC(=O)c1cccc(NC(=O)c2ccc3c(Cl)c4c(nc3c2)CCCC4)c1,-3%,14%,5%,2,-3%,?,?,13%,?,5%,11%
O=C(CN1C(=O)c2ccccc2C1=O)N1CCN(C(=O)c2ccco2)CC1,16%,6%,-3%,-18,5%,16%,38%,4%,0%,6%,10%
O=C(C1CCN(S(=O)(=O)c2cccnc2)CC1)N1CCN(C2CCCC2)CC1,-13%,-18%,0%,1,-3%,-16%,0%,-3%,3%,-2%,?
COC(=O)c1c(NC(=O)CN2CCN(S(=O)(=O)c3ccccc3)CC2)sc2c1CCC(C)C2 (centres undefined),-16%,1%,-6%,.,1%,-2%,42%,-2%,0%,-2%,25%
COc1cccc(-c2cc(C(=O)Nc3cccc(O)c3)no2)c1,-10%,69%[activator],?,6,1%,2.5µM*,0.89µM*,?,0.43µM*,17%,?
CCNc1nc(NC(C)CC)nc(Oc2ccc(OCC)nn2)n1 (centres undefined),-4%,-22%,-9%,31,3%,-11%,-7%,-3%,-2%&3%,-7%,?
O=C(CSc1nnc(Nc2ccccc2F)s1)c1cc2ccccc2o1,5%,?,0%,5,27%,14%,-36%,2%,-18%,1%,14%
Cc1cc(Cl)cc(Cl)c1OCCOc1cccc2cccnc12,1%,0%,-4%,5,?,?,?,-4%,?,5%,-3%
COc1cccc(-n2c(SCC(=O)O)nnc2-c2cccnc2)c1,-2%,-5%,26%,-24,3%,3%,18%,-2%,5%,-5%,0%
CC(=O)c1sc(Nc2cccc(C)c2)nc1C,?,-21%,20%,-17,1%,?,22%,?,21µM*,7%,?
CCN(CC)C(=O)c1oc2ccc(S(=O)(=O)N3CCCCCC3)cc2c1C,-1%,.,0%,1,3%,-13%,33%,-21%,-2%,0%,-27%
Cc1ccc(CNc2nc(C)cs2)cc1,-1%,-21%,2µM*,-22,-17%,-10%,?,1.1µM*,6µM*,-3%,?
Cc1ccc(N(CC(=O)NCc2ccc(Cl)cc2)S(C)(=O)=O)cc1,-2%,0%,0%,3,9%,29%,-1%[1.91 µM],1%,-3%,0%,1%
COC(=O)c1cn(C(=O)c2ccccc2F)nc1N,-2%,12%,-2%,-3,-1%,-6%,38%,-9%,5%,1%,14%
COc1ccc(CN(C(=O)c2nsc(Cl)c2Cl)C(C(=O)NC2CCCC2)c2ccc(OC)cc2)cc1 (centres undefined),.,-20%,-6%,-11,?,-1%,-3%,4%,3%,-2%,?
CCOCCCNC(=O)CCn1ccc2cc(S(=O)(=O)N3CCCC3)ccc21,-2%,12%,-4%,-4,-6%,-1%,3%,-2%,3%,.,-1%
CCn1c(SCc2ccc(F)cc2)nnc1C1CCN(S(=O)(=O)c2ccc(OC)cc2)CC1,1%,-27%,0%,-32,-2%,-17%,57%,-3%,3%,-2%,?
O=C(COC(=O)c1cc([N+](=O)[O-])ccc1N1CCOCC1)Nc1ccc(Cl)cc1,?,.,-3%,32,-5%,-6%,20%,2%,-3%,-2%,-13%
CC(C)(C)c1cc(N)n(-c2ccc(C(=O)O)cc2)n1,-13%,3%,-5%,20,3%,7%,-3%,0%,0%,-3%,-10%
CCc1ccccc1NC(=O)CN1CCN(C(=O)C(C)NC(=O)c2ccc(Cl)cc2)CC1 (centres undefined),.,.,-6%,13,-2%,.,.,-8%,-2%,.,-27%
CC(C)(C)NC(=O)C(=O)NNC(=O)COc1ccccc1,.,-1%,0%,-9,-6%,5%,-16%,0%,-1%,1%,18%
CCc1cccc(CC)c1C(O)c1cccnc1 (centres undefined),-9%,-7%,-2%,14,?,-22%,?,-1%,0%,-1%,8%
CC(C)(C)c1ccc(N/N=C(\C#N)S(=O)(=O)C(C)(C)C)cc1,-8%,?,1%,11,-1%,4%,3%,-5%,?,0%,?
O=C(c1ccc(=O)oc1)N1CCCc2ccccc21,20%,26%,-5%,4,0%,-9%,8%,5%,?,11%,?
Cc1ccc(NC(=S)Nc2ccc(S(=O)(=O)Nc3ncccn3)cc2)cc1Cl,.,.,1%,.,1%,?,32µM*,-3%,-1%,2%,0%
CC1CCN(C(=O)COC(=O)c2cc3ccccc3cc2O)CC1,15%,6%,6%,-4,4%,1%,0%,12%,?,0%,?
O=C(O)c1cccc(CN2C(=O)S/C(=C/c3cccc([N+](=O)[O-])c3)C2=O)c1,?,.,-1%,-1,-8%,7.1µM*,5.6µM*,1%,-1%,?,-12%
O=C(Nc1cccnc1Cl)c1cc(-c2ccc(Br)cc2)on1,54%[activator],15%,1%,-20,-5%,1%,9%,?,6%,-5%,-1%
CC(=O)Nc1ccc(C(=O)CSc2nnc(C)o2)cc1,9%,-4%,-1%,0,-5%,5%,7%[10 µM],1%,-1%,3%,10%
COc1ccc(-n2cnnc2SCC(=O)Nc2cc(S(=O)(=O)N3CCCCC3)ccc2C)cc1,-6%,-3%,-1%,-29,-1%,2%,?,-4%,0%,-1%,?
Cc1ccccc1/C=N/N1CCN(c2ccccc2)CC1,-12%,-9%,21%,-12,1%,-15%,24%,17%,17µM*,1%,?
COC(=O)c1ccc(COc2cc(O)c3c(c2)OC(C)(C)CC3=O)cc1,-7%,-4%,20%,-25,5%,?,?,?,15µM*,-3%,-12%
Cc1cc(NS(=O)(=O)c2ccccc2)c([N+](=O)[O-])cc1C,7%,-1%,0%,-16,?,-7%,-8%,-2%,-2%,-5%,?
CCOC(=O)N1CCN(C(=O)c2ccccc2NC(=O)c2ccc(OC)cc2)CC1,-3%,13%,2%,-13,-2%,3%,-28%,-3%,0%,-15%,12%
CCN1CCN(c2ccc(NC(=O)c3cccnc3)cc2Cl)CC1,-4%,0%,9%,1,-5%,-5%,10%,19%,-15%,-8%,7%
CC(=O)c1cc(-c2ccccc2)n(CC(=O)NCc2cccs2)c1C,64%[activator],2%,2%,-13,1%,1%,25%,2%,-1%,-3%,-5%
CN1CCN(c2nc(-c3ccc(Cl)cc3)nc3ccccc23)CC1,-4%,27%,1%,-8,-8%,-12%,-33%,0%,0%,.,-12%
COC(=O)c1cc(Cl)c(NS(=O)(=O)c2ccccc2)cc1OC,-1%,?,0%,-1,17%,-7%,-11%,0%,-1%,0%,-1%
CC(C)(C)CC(=O)Nc1ccc(Nc2ccccc2)cc1,1%,17%,28%,.,8%,23%,-17%,3.2µM*,12µM*,3%,?
O=C(Cc1ccc(S(=O)(=O)N2CCOCC2)s1)N1CCN(S(=O)(=O)c2cccc(Cl)c2)CC1,.,.,1%,0,-8%,.,.,-7%,-2%,.,-9%
CCOC(=O)N1CCC(Nc2c(OCC)c(=O)c2=O)CC1,-18%,-3%[11.7 µM],-2%,12,-5%,-3%,21%,-4%,0%,0%,16%
O=C(COC(=O)CCCNC(=O)c1ccc(Cl)cc1)NCc1ccccc1Cl,-2%,-11%,1%,-10,2%,-19%,3%,-6%,?,3%,-7%

# Assay outcomes (PubChem)
